D1 antagonist = antagonists of human D1 dopamine receptor; P21728; HEK293 TREx D1 cells, calcium flux, dopamine EC80; stronger effect = lower value; activity change, negative = inhibition, % at 10 µM; 360,000 tested, 3.2% active; AID 504652; in the data active = activity change below about -30%; note: % is set by controls: 0 for no effect and ±100 for the full control effect
Target sequence (P21728 whole entry, looked up): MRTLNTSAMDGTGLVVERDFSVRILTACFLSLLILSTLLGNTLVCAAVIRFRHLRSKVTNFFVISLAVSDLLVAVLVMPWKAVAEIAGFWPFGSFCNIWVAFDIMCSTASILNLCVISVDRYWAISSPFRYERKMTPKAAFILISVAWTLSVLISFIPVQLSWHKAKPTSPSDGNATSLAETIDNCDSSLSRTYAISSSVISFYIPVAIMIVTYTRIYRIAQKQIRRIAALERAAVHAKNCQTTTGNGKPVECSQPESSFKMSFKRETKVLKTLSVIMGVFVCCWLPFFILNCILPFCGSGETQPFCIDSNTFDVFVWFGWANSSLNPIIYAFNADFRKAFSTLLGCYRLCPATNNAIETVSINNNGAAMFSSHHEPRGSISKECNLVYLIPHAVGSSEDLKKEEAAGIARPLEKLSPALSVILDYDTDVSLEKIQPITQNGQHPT
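Cells carrying a force-coupled, tetracycline-inducible human D1 receptor report calcium flux. Each well gets a 10 s baseline, compound with 180 s monitoring, then an EC80 dopamine stimulus with a second 180 s kinetic read.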
RXFP1 agonist = RXFP1 (human) receptor agonism; HEK293T-RXFP1 cAMP TR-FRET, 30 min; response scale: percent of porcine relaxin response, buffer zero; Q9HBX9; 370,000 tested, 0.3% active; Potency, µM (series often up to 57.5 µM), for the others: at the top dose activation, usual class: activators; active = well fitted activation curve with a large enough effect; note: potency is the fitted concentration of half-maximal effect; % is set by controls: 0 for no effect and ±100 for the full control effect; nearly all actives have a fitted effect of over 60% in size; many of its hits are not listed in these tables
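Agonist response is measured as cAMP accumulation in an RXFP1-transfected HEK293T line under PDE4 inhibition. Values are scaled between buffer-only and 29 nM porcine relaxin, and EC50s come from standard Hill equation fits.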
D2 antag = antagonists of human D2 dopamine receptor. P14416. HEK293 TREx D2 cells, calcium flux, dopamine EC80. inhibition, % at 10 µM. 340,000 tested, 2% active; in the data active = inhibition above about 30%; note: 0% is about no effect
Target sequence (P14416 whole entry, looked up): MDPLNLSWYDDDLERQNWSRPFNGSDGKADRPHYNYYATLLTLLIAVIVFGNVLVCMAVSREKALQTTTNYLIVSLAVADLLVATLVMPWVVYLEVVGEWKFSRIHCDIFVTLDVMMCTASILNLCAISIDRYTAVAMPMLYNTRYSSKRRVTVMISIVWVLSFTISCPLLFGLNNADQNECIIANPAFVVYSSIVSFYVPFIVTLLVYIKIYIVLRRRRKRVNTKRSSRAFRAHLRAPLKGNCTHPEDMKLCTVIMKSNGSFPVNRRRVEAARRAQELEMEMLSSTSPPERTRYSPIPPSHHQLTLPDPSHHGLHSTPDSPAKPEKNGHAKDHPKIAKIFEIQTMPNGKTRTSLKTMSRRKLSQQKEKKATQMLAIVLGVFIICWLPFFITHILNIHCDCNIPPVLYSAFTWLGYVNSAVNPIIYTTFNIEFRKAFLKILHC
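Inhibition of EC80 dopamine-driven calcium flux, recorded kinetically, defines activity here; cells are a tetracycline-induced HEK293 T-REx line expressing force-coupled D2.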
D1 PAM = enhances dopamine response at the human D1 receptor; HEK293 TREx D1 cells, calcium flux, dopamine EC20 potentiation; 360,000 tested, 0.036% active; potentiation, % at 10 µM; P21728; in the data active = potentiation above about 30%; note: 0% is about no effect
D2 PAM = D2 dopamine receptor (human) potentiation. HEK293 T-REx D2, calcium flux, EC20 dopamine potentiation. potentiation, % at 10 µM. P14416. 340,000 tested, 0.34% active;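 active = potentiation over 3 SD above the plate norm, cut at about 30% in these data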; note: 0% is about no effect
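Potentiation of an EC20 dopamine calcium response is measured in a force-coupled, tetracycline-inducible Hek293 Trex D2 line. Compound-only kinetic reads over 180 s flag agonists before dopamine addition.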
RXFP1 antag = antagonists of human relaxin receptor RXFP1 | activity change, negative = inhibition, % at 57.5 µM | AID 1259400 | 350,000 tested, 0.59% active | Q9HBX9 | HEK293-RXFP1, relaxin-stimulated cAMP HTRF, 30 min; stronger effect = lower value;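 active = activity change of -60% or lower, but not beyond a set lower limit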; note: % is set by controls: 0 for no effect and ±100 for the full control effect
D1 agonist = human D1 receptor agonism; HEK293 T-REx D1 cells, calcium flux, agonist mode; activation, % at 2 µM; 360,000 tested, 1% active; AID 504660; in the data active = activation above about 30%; note: 0% is about no effect
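Tetracycline-induced HEK293 TREx D1 cells, force-coupled to calcium signalling, were dye-loaded with a no-wash calcium kit. Compound was pin-added after a 10 s baseline. Fluorescence was read kinetically at 1 cycle/s for 180 s, with calcium rises flagged as agonism.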
D2 ag = agonists of human D2 dopamine receptor | 340,000 tested, 0.53% active | HEK293 T-REx D2 cells, calcium flux agonist mode | activation, % at 2 µM;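 active = activation over 3 SD above normal in the single-dose calcium agonist read, cut at about 30% in these data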; note: 0% is about no effect
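Agonism scored from kinetic calcium signal (1 read/sec, 180 s) following compound pin transfer, after a 10 s baseline. Cells: HEK293 Trex line expressing inducible D2 receptor coupled to calcium, dye-loaded after overnight culture at 30 C.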
TRHR PAM = allosterically enhances the human TRH receptor; P34981; TRHR cells, fluo-8 calcium fluorescence, EC20 TRH enhancement; enhancement, % at 2 µM; 360,000 tested, 0.66% active; AID 493056; in the data active = enhancement above about 30%; note: 0% is about no effect
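TRHR-expressing cells loaded with fluo-8 calcium dye were read kinetically (ex 480/em 530) during compound addition, then stimulated with an EC20 of TRH (10 nM final). Enhancement of the Gq-mediated intracellular calcium response was scored.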
* = called active by the depositor; . = no result given. The list is partial. The share of hits here may be higher or lower than overall.

SMILES	D1 antagonist	RXFP1 agonist	D2 antag	D1 PAM	D2 PAM	RXFP1 antag	D1 agonist	D2 ag	TRHR PAM
CCOc1ccccc1C(=O)OCC(=O)NCC1CCCCC1	2	1.8%	-9	-1	-8	9	1	-1.6	-8
Cc1cc(F)ccc1NC(=O)C1CCN(C(=O)Nc2ccccc2)CC1	-9	0.6%	-21	-1	7	-2	5	0.5	19
COc1ccccc1N1CCN(C2CCCCC2NS(=O)(=O)c2ccccc2)CC1 (stereo not given)	29	1.3%	10	3	10	-10	1	-0.4	3
Cc1ccnc(NS(=O)(=O)c2ccc(NC(=O)c3cncc(Br)c3)cc2)n1	-7	-0.9%	-6	-4	4	6	0	0.0	-1
COc1cccc(C(=O)Nc2nc3c(c(=O)[nH]2)CCCC3)c1	9	1.2%	-4	-2	0	-6	1	-0.1	2
CCCCN(C)C1=Nc2cccc3cccc1c23	5	-1.9%	.	-6	.	5	1	.	-3
Cc1c(C(=O)O)oc2ccc(S(=O)(=O)NC3CCCCCCC3)cc12	-5	0.0%	17	-14	-22	-14	3	-0.2	3
COc1ccc(-n2c(SCC(=O)Nc3ccc(NC(C)=O)cc3)nc3c([nH]c4ccccc43)c2=O)cc1OC	5	0.8%	-6	-1	1	2	0	0.4	2
Cn1cnc(S(=O)(=O)N2CCCC(C(=O)Nc3ccc(OC(F)(F)F)cc3)C2)c1 (stereo not given)	19	0.5%	.	0	.	0	0	1.5	7
O=C(Oc1cccnc1)c1ccc([N+](=O)[O-])cc1	-11	0.6%	-13	-1	10	-8	4	0.2	3
CC1CCCCC1NC(=S)Nc1ccc(Cl)cc1Cl (stereo not given)	.	0.1%	25	-7	-9	7	8	4.1	-4
CC(OC(=O)c1snc(C(=O)NC2CCCCC2)c1N)C(=O)NC1CCCCC1 (stereo not given)	10	21%	8	-9	12	17	1	0.4	0
Cc1ccc(Nc2nc(-c3ccc(F)cc3)cs2)nc1	-37*	2.9%	3	-6	9	-16	2	-0.7	2
CCOc1ccc(CCNC(=O)C(C)n2nc(C)n3c(cc4occc43)c2=O)cc1OCC (stereo not given)	-18	2.3%	.	0	.	8	6	.	-8
Brc1ccc(-c2nnc(-c3ccc4c(c3)OCO4)o2)o1	-2	3.4%	5	8	-5	5	3	-0.3	0
O=C(c1ccc2c(c1)OCO2)C1CCCN(C(=O)NCc2ccccc2)C1 (stereo not given)	3	1.0%	-18	-1	-1	1	2	0.0	-6
CC(C)c1ccc(NC(=O)N(CCc2nc3ccccc3[nH]2)C2CCCC2)cc1	-14	1.3%	3	3	2	-6	2	0.1	0
COc1cccc(OCc2nnc(SCC(=O)NCc3ccco3)n2CCc2ccccc2)c1	6	1.5%	-15	-2	7	-14	5	0.0	-5
Cc1c(N2C(=O)c3ccc(Br)cc3C2=O)c(=O)n(-c2ccccc2)n1C	20	0.7%	-6	7	19	-3	2	0.3	5
COc1ccc(/C=C2/C(=N)N3N=C(CC(=O)N4CCCC4)SC3=NC2=O)cc1OC	3	-0.2%	-5	-4	-2	-12	6	0.4	-2
CCNC(=O)CSc1nnc(-c2cc(-c3ccc(Cl)cc3)nc3ccccc23)o1	-2	0.4%	.	-8	.	3	2	.	8
COC(=O)c1ccc(COc2ccc(-c3nnn(CC(N)=O)n3)cc2)cc1	-2	1.8%	6	-10	1	1	7	0.1	-4
CSc1nc2ccc(NC(=O)C3=NN(c4ccccc4)C(=O)CC3)cc2s1	-2	-2.1%	-6	6	-13	1	3	25	-2
O=C(COC(=O)c1ccc(S(=O)(=O)N2CCCC2)cc1)Nc1cccc(F)c1	7	2.0%	1	1	-7	-19	7	0.8	-9
COc1ccccc1NC(=O)Oc1cccc(OC(=O)c2ccccc2)c1	6	-3.9%	3	4	9	7	2	0.3	-12
COc1ccc(-c2nc(CS(=O)(=O)CC(=O)Nc3ccc(Cl)cc3)c(C)o2)cc1	12	4.9%	-10	7	-7	-4	8	0.2	8
c1ccc(OCCSc2nc3ccccc3[nH]2)cc1	-18	1.9%	-18	-10	-1	-13	-1	0.2	21
CCOc1ccc(C(=O)Nc2c(C)nc(Nc3ccccc3)nc2Nc2ccccc2)cc1OCC	-2	1.7%	.	0	.	.	4	0.8	0
COc1ccc(OC)c2c(C)cc(N3CCN(C(=O)c4ccc(F)cc4)CC3)nc12	-7	3.6%	15	-7	-13	-1	5	0.8	5
CS(=O)(=O)N(CC(=O)N1CCCCCC1)c1cccc(Cl)c1Cl	10	0.6%	-1	2	-7	-4	2	0.9	1
COc1cc(CCC(=O)Nc2c(C(=O)N3CCN(c4ccccc4OC)CC3)oc3ccccc23)on1	-2	2.5%	-3	-1	3	-38	0	0.0	-2
Brc1ccc(C2=Nn3c(nnc3-c3cccnc3)SC2)s1	-20	1.8%	23	4	-4	7	0	-0.3	1
N#Cc1cc(Sc2ccccn2)c(Sc2ccccn2)cc1C#N	-2	21%	-3	-1	-7	5	0	-0.7	13
COc1ccccc1C(=O)NCC(c1cccnc1)N1CCc2ccccc2C1 (stereo not given)	-10	2.2%	.	9	2	-12	3	1.8	-2
C[C@H]1CN=C(N(C)C)N1CCCC1CCCCC1	1	-1.0%	4	-1	9	.	2	0.6	4
C#CC1(NC(=O)NCCCC)CCCCC1	14	-4.6%	17	-1	2	1	0	0.4	-1
Cn1nnnc1SCC(=O)c1cccs1	-12	1.1%	-1	2	16	-19	3	1.6	-2
Cc1cccc(OCc2nnc(SCC(=O)NCC3CCCO3)n2C)c1 (stereo not given)	7	2.5%	7	-2	37*	1	-2	-0.4	37*
O=C(O)c1ccc(-n2c(-c3cc(-c4ccco4)[nH]n3)n[nH]c2=S)cc1	8	0.3%	.	1	.	-24	0	.	2
COc1cc(OC)cc(-c2c(-c3cccs3)c3cc(-c4ccc(OC)cc4F)ccc3n2C)c1	.	3.5%	-3	0	12	.	0	0.5	-1

Profiles as entered above:
Entry for Cc1cccc(OCc2nnc(SCC(=O)NCC3CCCO3)n2C)c1 (stereo not given) → D1 antagonist = 7; RXFP1 agonist = 2.5%; D2 antag = 7; D1 PAM = -2; D2 PAM = 37*; RXFP1 antag = 1; D1 agonist = -2; D2 ag = -0.4; TRHR PAM = 37*
Entry for Cn1nnnc1SCC(=O)c1cccs1 → D1 antagonist = -12; RXFP1 agonist = 1.1%; D2 antag = -1; D1 PAM = 2; D2 PAM = 16; RXFP1 antag = -19; D1 agonist = 3; D2 ag = 1.6; TRHR PAM = -2
Entry for C[C@H]1CN=C(N(C)C)N1CCCC1CCCCC1 → D1 antagonist = 1; RXFP1 agonist = -1.0%; D2 antag = 4; D1 PAM = -1; D2 PAM = 9; RXFP1 antag = .; D1 agonist = 2; D2 ag = 0.6; TRHR PAM = 4

An excerpt from above with just D1 PAM.
mol,D1 PAM
O=C(O)c1ccc(-n2c(-c3cc(-c4ccco4)[nH]n3)n[nH]c2=S)cc1,1
COc1cc(OC)cc(-c2c(-c3cccs3)c3cc(-c4ccc(OC)cc4F)ccc3n2C)c1,0

Further structures:
SMILES	D1 antagonist	RXFP1 agonist	D2 antag	D1 PAM	D2 PAM	RXFP1 antag	D1 agonist	D2 ag	TRHR PAM
COc1cc2cc(C)c3nnc(SCC(=O)Nc4cc(C)on4)n3c2cc1OC	1	11%	-11	0	28	3	2	-0.7	7
COc1cc(/C(C)=N/NC(=S)NC(C)C)cc(OC)c1OC	7	0.5%	4	-6	0	22	2	-0.6	-4
Fc1ccc2c(c1)[C@H]1OCC[C@H]1[C@@H](c1ccco1)N2	4	0.7%	1	-5	9	-12	-2	1.3	-2
CC(/C=N/NC(=O)CSc1nc2ccccc2n1C)=C\c1ccco1	-3	2.2%	-5	0	8	-1	-1	-0.6	-1
COc1ccccc1N1CCN(CC(=O)Nc2ccc(C)c(F)c2)CC1	4	1.6%	-8	-3	0	-3	1	-1.0	-1
Cc1nc2sc(C(c3cccs3)N3CCN(c4cccc(Cl)c4)CC3)c(O)n2n1 (stereo not given)	14	2.0%	15	-3	-13	-4	0	1.3	8
CSc1ccc(-c2sc(Nc3ccccc3)n[n+]2-c2ccc(F)cc2)cc1	-23	11%	-6	-10	-13	.	2	0.6	6
COCc1cc(C)nc(SCC(=O)Nc2ccc(C)c(C)c2)c1C#N	4	13%	.	-2	.	3	1	.	5
Cc1nnc(SCC(=O)NCc2ccco2)n1Cc1ccccc1	-7	-1.3%	.	0	.	-10	2	.	-8
CC1CCc2c(sc(/N=C/c3cccnc3)c2C(N)=O)C1 (stereo not given)	8	-9.2%	4	7	3	2	1	-0.1	5
Cc1c(CC(=O)NCCC(=O)O)c(=O)oc2cc3oc4c(c3cc12)CCCC4	2	-3.6%	-5	-2	1	4	4	-0.5	3
CC(/C=N/NC(=S)Nc1cccc(S(=O)(=O)N(C)C)c1)c1ccccc1 (stereo not given)	-9	-1.9%	.	1	4	.	3	.	-2
COc1ccc(NC(=O)c2cccc(NC(=O)C3C4CC5OC(=O)C3C5C4)c2)c(OC)c1 (stereo not given)	8	0.7%	11	-2	7	-3	-1	1.5	4
CCOc1ccc(C2=Nn3c(nnc3-c3ccccn3)SC2)cc1	8	-0.2%	-8	-2	7	0	1	1.5	7
CC(C)c1ccc(NC(=O)c2cc(S(=O)(=O)N3CCc4ccccc4C3)ccc2F)cc1	4	1.7%	.	-2	1	3	-5	.	0
O=C(NCc1ccco1)/C(=C/c1ccc(Cl)cc1)NC(=O)c1ccco1	-14	1.8%	25	.	-8	5	7	-2.4	-6
CC(=O)C1=C(O)C(=O)N(c2ccc(Br)cc2)C1c1cccc([N+](=O)[O-])c1 (stereo not given)	-7	4.8%	-5	-3	-16	3	4	0.3	-2
CCN(CC)S(=O)(=O)c1cccc(C(=O)NCC(c2ccccc2)N(C)C)c1 (stereo not given)	-4	2.0%	29	-7	-12	-1	3	-1.9	13
O=C(O)CCS(=O)(=O)c1ccc(-c2ccccc2)cc1	-5	3.7%	18	3	-23	7	-1	1.1	7
Nc1ccc(C(=O)Oc2ccc([N+](=O)[O-])cc2)c(O)c1	-13	0.7%	-16	-8	2	.	2	-0.7	11
CCOc1ccc(CCNC(=O)c2cc3sc(CC)cc3n2C)cc1OCC	-6	-1.2%	.	-5	21	-19	2	0.7	0
CCc1ccc(CNC(=O)C2CCCN(c3nn4c(=O)cc(C)nc4s3)C2)cc1 (stereo not given)	22	6.4%	6	-4	6	6	1	-0.4	-1
Cc1ccccc1C(=O)Nc1nnc(S(=O)(=O)N2c3ccccc3CC2C)s1 (stereo not given)	-2	-3.1%	.	-1	7	-15	1	-1.1	-3
COc1ccc2oc(C(=O)OCC(=O)Nc3ccccc3)c(C)c2c1	6	0.0%	-14	2	10	-26	0	1.2	5

Bioassay records from PubChem.
